Source: PubChem BioAssay
Casp6 inh – caspase-6 (human) enzyme inhibition; purified caspase-6, Z-VEID-R110 cleavage fluorescence; 350,000 tested, 0.53% active; inhibition, % at 12.5 µM; AID 686996; P55212;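 active = mean inhibition across replicates at least about 35%, with every replicate also reaching that limit, limit read from the data; inconclusive = only one of the two criteria met; inactive = neither criterion met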;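 also: 0% = median of neutral control wells and 100% = no fluorescence left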
Target sequence (P55212 24-179 limits assumed): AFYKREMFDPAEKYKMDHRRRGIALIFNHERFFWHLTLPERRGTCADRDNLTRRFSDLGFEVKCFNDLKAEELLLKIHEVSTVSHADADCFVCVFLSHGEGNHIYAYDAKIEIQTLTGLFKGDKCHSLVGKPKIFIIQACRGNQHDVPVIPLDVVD
Target sequence (P55212 194-293 limits assumed): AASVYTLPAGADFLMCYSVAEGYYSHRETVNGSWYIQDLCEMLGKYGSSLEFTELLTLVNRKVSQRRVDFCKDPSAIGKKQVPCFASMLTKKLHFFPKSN
DENV2 CPE rescue – DENV2-induced cell death inhibition. DENV2-infected cells, cytopathic effect rescue, plate reader. CPE inhibition, % at 9.99 µM. 350,000 tested, 1.7% active; in the data active = CPE inhibition above about 20%, passing the limit was not always enough; inconclusive = no clear call, values can overlap the other calls; tested in BHK-21 cells;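 also: 0% = median of neutral control wells and 100% = median of positive control wells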
CFTR F508del cor – correctors of CFTR F508del function in bronchial epithelial cells; 350,000 tested, 0.36% active; AID 720511; activity (quench increase), % at 7.58 µM; CFBE cells, YFP halide quenching; stimulated with forskolin plus potentiator P3; % fluorescence drop versus neutral controls;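 active = mean added fluorescence quench of at least 8% versus neutral control, with both replicates also reaching 8%; inconclusive = only one of the mean or replicate conditions met; inactive = mean below 8% and not both replicates reaching 8%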;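 also: cells transiently co-express mutant CFTR-F508del with the halide-sensitive YFP; corrector assay measuring rescue of mutant channel to the surface after 24 h compound exposure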
ERAP1 inh – blocks human ERAP1 aminopeptidase activity | Q9NZ08 | recombinant ERAP1, Leu-AMC fluorescence, 60 min | inhibition, % at 10.7 µM | 340,000 tested, 0.15% active;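 active = mean replicate inhibition of at least 30%, or all replicates individually reaching that 30% level; inactive = mean below 30% and not every replicate reaching it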;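 also: 0% = neutral control wells and 100% = L-leucinethiol positive control wells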
miR122 inh – inhibitors of miR-122 in Huh7 cells; Huh7 miR-122 Renilla luciferase sensor, 48 h; neutral wells = 0, positive control = 100; activation (reporter increase), % at 12.5 µM; 340,000 tested, 0.3% active; AID 602342;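 active = mean replicate activation score at least 90 and every replicate individually at or above 90; inconclusive = only one of the two criteria met; inactive = neither criterion met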;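 also: higher luciferase means less miR-122 activity so hits act as miR-122 inhibitors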
ERp5 inh – ERp5 (human) disulfide isomerase inhibition | 350,000 tested, 0.05% active | Q15084 | AID 651711 | inhibition, % at 9.99 µM | ERp5 insulin aggregation, absorbance 650 nm, 90 min;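 active = mean replicate inhibition above about 25%, with every replicate also reaching it, limit read from the data, passing the limit was not always enough; inconclusive = only one of those two criteria met; inactive = neither criterion met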
Target sequence (Q15084 whole entry, looked up): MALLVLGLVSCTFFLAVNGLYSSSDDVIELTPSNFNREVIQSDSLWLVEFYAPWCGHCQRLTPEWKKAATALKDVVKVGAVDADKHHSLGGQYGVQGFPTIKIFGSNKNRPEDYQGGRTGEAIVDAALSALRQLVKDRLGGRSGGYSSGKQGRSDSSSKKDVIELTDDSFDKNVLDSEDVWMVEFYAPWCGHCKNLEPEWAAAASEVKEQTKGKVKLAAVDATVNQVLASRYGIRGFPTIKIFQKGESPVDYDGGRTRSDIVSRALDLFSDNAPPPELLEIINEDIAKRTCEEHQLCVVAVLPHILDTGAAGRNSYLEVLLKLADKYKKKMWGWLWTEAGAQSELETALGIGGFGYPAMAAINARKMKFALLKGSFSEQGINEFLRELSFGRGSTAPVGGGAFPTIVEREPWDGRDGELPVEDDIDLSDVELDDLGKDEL
SIRT5 block – inhibitors of human sirtuin-5 desuccinylase; AID 652115; 330,000 tested, 1.1% active; inhibition, % at 15 µM; Purified SirT5, succinyl-peptide AMC, trypsin-coupled fluorescence; in the data active = inhibition above about 15%; inconclusive = no clear call, values can overlap the other calls
Target sequence (Q9NXA8 whole entry, looked up): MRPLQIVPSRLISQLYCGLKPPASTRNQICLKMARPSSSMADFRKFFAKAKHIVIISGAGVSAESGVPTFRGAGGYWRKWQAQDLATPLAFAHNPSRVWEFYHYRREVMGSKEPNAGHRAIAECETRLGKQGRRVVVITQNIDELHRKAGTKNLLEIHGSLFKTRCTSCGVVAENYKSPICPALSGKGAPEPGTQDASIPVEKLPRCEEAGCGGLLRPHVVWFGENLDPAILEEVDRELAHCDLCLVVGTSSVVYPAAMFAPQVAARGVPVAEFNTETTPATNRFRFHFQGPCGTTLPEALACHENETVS
* marks the source's active call; other numbers are inactive results; ? = inconclusive; nt = no result given; & = joins results of further samples; [ ] = another dose, or the depositor's remark. Random draw from the library; any-hit rate near 4%.

SMILES	Casp6 inh	DENV2 CPE rescue	CFTR F508del cor	ERAP1 inh	miR122 inh	ERp5 inh	SIRT5 block
COc1ccc(-c2cc(CCC(=O)N3CCN(c4cc(C)ccc4C)CC3)[nH]n2)cc1	1	8	-1.1	0	-6	-3	4
C[C@H]1CN([C@@H](C)CO)C(=O)c2cccc(NC(=O)CCCCCC(=O)Nc3ccccc3N)c2O[C@H]1CN(C)Cc1ccc(C(F)(F)F)cc1	-1	-11	-0.2	-1	nt	-5	4
C[C@H](CO)N1C[C@H](C)[C@H](CN(C)C(=O)Nc2ccc(C(F)(F)F)cc2)Oc2c(NC(=O)c3cnccn3)cccc2C1=O	0	0	-1.3	-2	5[16.7 µM]	11	1
COc1cccc(NC(=O)CSc2ccc3nnc(-c4ccccn4)n3n2)c1	17	-1	-2.0	-3	nt	3	2
Cc1ccc(-c2cnc3c(c2)C(=O)N([C@@H](C)CO)C[C@H](C)[C@H](CN(C)C(=O)c2ccc(F)cc2)O3)cc1	0	9	-0.8	3	11[16.7 µM]	4	0
Cc1ccc2oc(=O)c3cnn(CC(=O)N(CCC(C)C)Cc4ccco4)c3c2c1	-1	3	1.4	3	2	1	12
CCC(C)(C)NC(=O)CN(CCc1cccc(C)c1)C(=O)c1csnn1	1	-1	0.3	-3	nt	1	3
COC(=O)[C@@]1(Cc2ccc(F)cc2)[C@H]2c3cc(C(=O)N4CCCC4)n(CCCNc4ncc(C(F)(F)F)cc4Cl)c3C[C@H]2CN1C(=O)c1ccccc1	-3	nt	nt	-3	-7	2	5
Cc1noc(C)c1S(=O)(=O)N(C)C[C@@H]1OCc2cn(nn2)CCCC(=O)N([C@H](C)CO)C[C@H]1C	1&0	3&1	0.1&2.5	-2	-4[16.7 µM]	-3&1	2
COc1ccc(C2C(C(C)=O)=C(C)Nc3ncnn32)cc1[N+](=O)[O-] (stereo not given)	0	13	-4.7	-1	-15	4	-5
C[C@H](O)C#Cc1ccc2c(c1)O[C@@H](CN(C)C(=O)C1CC1)[C@@H](C)CN([C@H](C)CO)S2(=O)=O	0	-2	-0.9	3	-6[16.7 µM]	4	4
CC(C)(C)C(=O)COC(=O)c1ccc(N)c([N+](=O)[O-])c1	-1	3	-0.2	-4	-8	1	-4
Cc1noc(C)c1S(=O)(=O)Nc1cccc2c1O[C@H](CN(C)C)[C@H](C)CN([C@@H](C)CO)C2=O	1	-5	-1.7	-1	0[16.7 µM]	-6	-1
CC(=O)Nc1ccc(S(=O)(=O)N(C#N)c2nc(C)cc(C)n2)cc1	7	-2	0.1	-2	-5	-5	4
CCCOC(=O)c1ccc(NC(=O)C(=O)NCCN(CC)CC)cc1	1	6	3.9	1	2	-1	-2
CC(CN1CCCCCC1)C(=O)NN (stereo not given)	-89	-2	2.6	2	nt	3	-3
COc1ccccc1CC1CC(=O)N(c2cccc(Cl)c2C)C1=O (stereo not given)	-2	10	-8.6	-1	nt	1	-1
C=CCn1c(SCC(=O)NC(=O)c2cccn2C)nc2ccccc2c1=O	4	?	1.0	0	-6	-1	0
O=C(CNC(=O)c1ccccc1)OCc1nnc(-c2ccc(Cl)cc2)o1	7	5	0.5	-1	-3	-3	-1
COc1ccc(C/C(C)=N/NC(=S)Nc2ccccc2F)cc1	1	-2	-0.3	3	nt	0	-3
C[C@H]1CN([C@@H](C)CO)S(=O)(=O)c2ccc(-c3cncnc3)cc2O[C@@H]1CN(C)Cc1ccncc1	-2	-4	2.5	0	-1[16.7 µM]	-3	7
CC(=O)N1CC(=O)N2[C@@H](CO)[C@H](c3ccc(-c4cccc(C(=O)N(C)C)c4)cc3)[C@@H]2C1	1	-3	-1.3	-2	nt	8	-1
O=C(NC12CC3CC(CC(C3)C1)C2)c1cccnc1Cl	-1	?	-1.7	-1	1	-5	2
C[C@@H]1CN([C@@H](C)CO)C(=O)c2cc(C#CCN(C)C)cnc2O[C@@H]1CN(C)S(C)(=O)=O	-1	9	0.4	0	-3[16.7 µM]	-9	-1
C[C@@H]1CN([C@H](C)CO)C(=O)c2cc(NC(=O)Nc3ccc4c(c3)OCO4)ccc2O[C@H]1CN(C)C(=O)Nc1ccccc1	nt	6	1.7	nt	-1[16.7 µM]	nt	nt
Cn1cc(Cl)c(-c2n[nH]c(=S)n2C2CCCCC2)n1	nt	6	0.1	1	nt	3	-2
c1ccc(-c2noc(CN3CCN(c4cnccn4)CC3)n2)cc1	-1	-4	0.9	4	3	-2	2
CC(C)C#Cc1cnc2c(c1)C(=O)N([C@H](C)CO)C[C@@H](C)[C@H](CN(C)C(=O)c1ccccc1F)O2	-3	-4	-0.8	0	6[16.7 µM]	0	-15
CCCNC(=O)NCCC12CC3CC(CC(C3)C1)C2	0	2	-2.2	20	2	2	-5
CC(c1ccccc1)N(NC(=O)C(O)(c1ccccc1)c1ccccc1)C(=O)c1ccccc1 (stereo not given)	-3	-12	4.0	1	-8	9	-1
CCN1CCN(c2ccc(NC(=O)c3ccc([N+](=O)[O-])o3)cc2Cl)CC1	-4	-1	1.7	-1	nt	5	6
COc1ccc(C)cc1NC(=O)COC(=O)c1ccc2ccccc2n1	1	2	-1.4	0	nt	-12	0
COc1cnn(-c2cccc(C(F)(F)F)c2)c(=O)c1Cl	-2	-2	-0.6	nt	3	-1	-6
CN(CC(=O)NCc1ccccc1Cl)CC(=O)Nc1ccccc1Br	0	6	2.1	-1	nt	-4	-2
O=C(CSc1nnnn1-c1ccc2c(c1)CCC2)NCc1cccs1	0	17	-1.5	3	2	0	0
Nc1nnc(SCC(=O)NNC(=O)c2ccc([N+](=O)[O-])cc2)s1	0	3	-3.3	6	-10	0	-1
CCOC(=O)C1=CN(Cc2cccc(F)c2)S(=O)(=O)NC1c1cccc(OC)c1 (stereo not given)	1	8	0.3	11	nt	-7	-8
O=C(CCCN1C(=O)/C(=C\c2cccs2)SC1=S)Nc1ccc(O)cc1C(=O)O	14	1	1.1	3	-1	3	-3
O=C(C[C@H]1CC[C@@H]2[C@H](COC[C@@H](O)CN2Cc2cc(F)cc(F)c2)O1)NCc1cccc(F)c1	-3	18	0.8	-2	3[16.7 µM]	8	2
COc1ccccc1CNC(=O)COC(=O)CSc1ccc(Cl)cc1	1	-4	-0.5	2	nt	-1	2
CN1CCN(C(=O)C[C@H]2C[C@H]3c4cc(NC(=O)Nc5ccccc5F)ccc4O[C@H]3[C@@H](CO)O2)CC1	nt	12	-1.6	nt	1[16.7 µM]	nt	nt
C#CC(CC)(CC)NC(=O)c1ccc(Br)s1	6	-12	1.3	-4	-1	-6	9
O=C(Cc1ccccc1)Nc1nccs1	17	-3	-1.4	10	nt	-1	-2
Cc1csc(Nc2ccccc2)n1	1	15	nt	3	nt	1	0
C[C@@H]1CN([C@H](C)CO)S(=O)(=O)c2ccc(C#CCC3CCCC3)cc2O[C@@H]1CN(C)C	0	0	-2.5	5	-21[16.7 µM]	6	-1
Cc1cccc(OCCCn2c(CO)nc3ccccc32)c1	2	-1	1.9	nt	27	-3	0
Cc1noc(C)c1NC(=O)N(C)C[C@H]1Oc2ncc(C#CCN(C)C)cc2C(=O)N([C@@H](C)CO)C[C@H]1C	2	7	1.3	0	34[16.7 µM]	2	-2
Cc1ccc(NC(=O)CN2C(=O)NC3(CCCc4ccccc43)C2=O)c(C)c1 (stereo not given)	1	5	0.2	-1	-2	-7	-2
CCS(=O)(=O)c1ccc2oc(SCC(=O)NCCc3ccc(F)cc3)nc2c1	3	0	2.1	-5	nt	6	2
Cc1ccc(NC(=O)C(Cc2ccccc2)NC(=O)OCc2ccccc2)cc1C (stereo not given)	2	-3	-0.1	0	nt	-6	0
CN1CCN(c2ccc(NC(=O)N3CCc4ccccc43)cc2)CC1	-14	13	0.3	-6	14	1	0
CCOC(=O)c1cc(C)[nH]c1C	-2	-2	0.7	0	nt	2	-1
COc1cccc(N2CCN(CC(=O)Nc3ccccc3C(=O)NCCc3ccccc3)CC2)c1	-1	-8	-2.5	-1	nt	7	-4
COC(=O)CSc1ccnc2cc(Cl)ccc12	2	-1	-4.8	0	nt	6	-1
Nc1nc(SCC(=O)N2CCCC2)[nH]c(=O)c1NC(=O)c1ccco1	1	?	6.3	6	-3	-10	-2
COc1ccc2c3c([nH]c2c1)[C@@H](CO)N(CC1CC1)CC31CN(S(=O)(=O)c2cccc(F)c2)C1	1	-11	-0.4	2	nt	-1	0
CC(C)COc1cccc(C(=O)Nc2cc(S(=O)(=O)N3CCOCC3)ccc2N2CCCC2)c1	-28	3	-1.2	0	3	-1	3
COc1ccc2c3c([nH]c2c1)[C@@H](CO)N(C(=O)Cc1ccccc1)CC31CN(C(=O)Cc2ccccc2)C1	-2	-5	-0.8	0	nt	-5	-3
NS(=O)(=O)c1ccc(CCNC(=O)c2cnccn2)cc1	0	-1	0.8	1	-1	1	-2
CC(C)Sc1nnc(NC(=O)CCc2ccccc2)s1	-7	-6	5.3	1	nt	-3	-4
(next part)
SMILES	Casp6 inh	DENV2 CPE rescue	CFTR F508del cor	ERAP1 inh	miR122 inh	ERp5 inh	SIRT5 block
Cc1cc(C(=O)O)cc(S(=O)(=O)Nc2c(C)nn(C)c2C)c1C	0	3	4.2	-3	6	2	nt
Cc1cc(C)n(-c2ncnc3ccccc23)n1	-1	7	1.5	3	1	-6	-3
O=C1C=C(c2ccc3c(c2)OCO3)C[C@@H](c2ccc3c(c2)OCO3)C1	-2	?	1.2	nt	4	-2	nt
Cc1ccc(NC(=O)C2=CC=CN3CCS(=O)(=O)N=C23)cc1	-2	-4	-1.2	2	nt	0	1
Cc1ccc(C(=O)CC(=O)COc2ccc(Cl)cc2C)cc1	-1	-4	-1.5	-1	nt	-3	-2
COc1cccc2cc(-c3cc(=O)oc4cc(C)c(OCC(C)=O)cc34)oc12	-2	0	4.4	3	1	9	3
CCOc1cc(/C=N/NC(=O)c2cccc(S(=O)(=O)N3CCCC3)c2)ccc1OCC(=O)N(C)C	0	7	3.1	-7	1	-5	-6
Fc1ccc(-c2csc(NC(=S)Nc3ccccc3)n2)cc1	nt	2	6.4	-2	nt	1	-7
Cc1cc(C)c(-n2c(SCc3nc4ccccc4s3)n[nH]c2=O)c(C)c1	-1	3	-2.3	-5	nt	0	-1
O=c1[nH]n(-c2ccccc2)c(=O)cc1Cl	2	-3	2.5	4	-12	-1	nt
CCc1nc(SCC(=O)N2CCc3ccccc32)c2oc3ccccc3c2n1	-1	-4	2.4	nt	nt	1	-1
CCOC(=O)c1ccc(NC(=O)Nc2c(C)n(C)n(-c3ccccc3)c2=O)cc1	-4	-4	1.0	-1	nt	-1	-2
O=C(NCCc1cccc(F)c1)C1CCCN(c2nc3ccccc3s2)C1 (stereo not given)	-5	9	-2.6	-2	-1	-2	1
O=C(Cc1csc(-c2ccc(F)cc2)n1)Nc1cccc(S(=O)(=O)NC2=NCCC2)c1	6	1	0.4	-1	7	-8	-3
O=C(N[C@H](C(=O)N1CCC[C@H]1C(=O)NCc1ccccc1)C1CCCCC1)c1ccccc1	-2	-3	3.0	2	nt	5	-1
O=C(CCC(=O)c1cccs1)NNC(=O)c1ccc(Cl)cc1	1	-3	-5.4	0	-2	5	-6
COC(=O)c1c(NC(=O)C2CC(C)=C(C)CC2C(=O)O)sc2c1CCCCC2 (stereo not given)	5	-4	-1.7	-1	-6	-7	3
CCN(C(C)=O)N(CC)c1nc(Cl)nc(NC(C)C)n1	0	3	-3.4	12	nt	1	0

Laid out differently: results already given.
Fields – Casp6 inh | DENV2 CPE rescue | CFTR F508del cor | ERAP1 inh | miR122 inh | ERp5 inh | SIRT5 block
- O=C(NCCc1cccc(F)c1)C1CCCN(c2nc3ccccc3s2)C1 (stereo not given)
→ -5 | 9 | -2.6 | -2 | -1 | -2 | 1
- O=C(Cc1csc(-c2ccc(F)cc2)n1)Nc1cccc(S(=O)(=O)NC2=NCCC2)c1
→ 6 | 1 | 0.4 | -1 | 7 | -8 | -3
- O=C(N[C@H](C(=O)N1CCC[C@H]1C(=O)NCc1ccccc1)C1CCCCC1)c1ccccc1
→ -2 | -3 | 3.0 | 2 | nt | 5 | -1
- O=C(CCC(=O)c1cccs1)NNC(=O)c1ccc(Cl)cc1
→ 1 | -3 | -5.4 | 0 | -2 | 5 | -6
